S3 lipid droplet: qHTS Assay for Lipid Storage Modulators in Drosophila S3 Cells; Drosophila S3 cells, BODIPY lipid droplet fluorescence, 18-24 h; cells fed with added oleic acid; Potency in µM for hits, for the others lipid storage change, negative = inhibition, % at the top dose, mostly 46.1 µM; 320,000 compounds, 0.64% hits; AID 2685; active means well fitted inhibition curve with a large enough effect in the signal ratio, with a control signal flat, not every such curve was filed as active; inconclusive means small, poorly fitted or top-dose-only effect, or effect the other way, or a change in a side signal; the % refers to the signal ratio
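Laser-scanning cytometry quantifies lipid droplet accumulation (500–530 nm total intensity; droplet/cell object ratio) in oleic acid-fed (400 uM added) Drosophila S3 cells treated with a concentration series. 20 uM Triacsin C defined 100% inhibition.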
S3 lipid droplet cell count max: further read-out of S3 lipid droplet, marked with its call; cell number change, %; measured here: cell count max response;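 cells counted by Cell Tracker Red CMTPX staining in the red channel; peak over a dose series mostly up to 46.1 µM; percent activity relative to internal control wells on each plate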
An asterisk follows results filed as active; i = inactive; ? = inconclusive; . = not tested or not shown; [ ] = dose if it differs, or a comment. On the % scale 0 is the no-effect control and ±100 the full control effect; potency means the concentration at half of the fitted maximal effect. These rows are one share of the data. The share of hits here may be higher or lower than overall.

S3 lipid droplet cell count max | S3 lipid droplet | compound
. | ? | CCOC(=O)c1ccc(NC(=O)c2cccc(S(=O)(=O)N3c4ccccc4CC3C)c2)s1 (stereo not given)
-23 | 11% | O=C(CSc1nnc(-c2cccs2)o1)N1CCCc2ccccc21
4 | -3% | O=c1cc(-c2ccccc2)c2ccc(O)c(CN3CCCCC3)c2o1
. | ? | CCNC(=S)NNC(=O)c1ccoc1C
. | ? | Cc1cc(CNC(=O)Cn2cc([N+](=O)[O-])cn2)c2ccccc2n1
. | ? | Cc1cc(C)c(C)c(S(=O)(=O)N2CCC(C(=O)NCC(c3ccccc3)N(C)C)CC2)c1C (stereo not given)
3 | -2%[9.22 µM] | O=C(c1ccc(Cl)cc1)c1c[nH]c(C(=O)NNc2ccccc2)c1
. | ? | CC(Sc1nnc2c(n1)[nH]c1ccccc12)C(=O)N(C)C1CCCCC1 (stereo not given)
24 | i | CC(CNC(=O)CCCn1ncn2c(cc3occc32)c1=O)c1ccccc1 (stereo not given)
. | ? | COCCN1CCN(C(=O)C2CCC(=O)N(CCc3ccc(Cl)cc3)C2)CC1 (stereo not given)
. | ? | O=C(N1CCOCC1)N(CCN1CCOCC1)Cc1cccc(Cl)c1
-15 | -9% | Cc1ccc(C(=O)N/C(=C/c2ccc(-c3cccc([N+](=O)[O-])c3)o2)C(=O)NC(C)C)cc1
. | 23%[9.22 µM] | CCOC(=O)C1CCN(C(=O)CS(=O)Cc2nc(-c3ccc(C)cc3)oc2C)CC1 (stereo not given)
19 | 5% | COc1ccc(NC(=O)COC(=O)c2ccc(Cl)c(S(N)(=O)=O)c2)c([N+](=O)[O-])c1
. | ? | CCCn1nc(C(=O)NCc2ccccn2)c2ccccc2c1=O
11 | -2% | Cc1nc2ccccc2n1CCc1ccccc1
. | ? | CC(=O)c1ccc(NC(=O)C2CCCN(c3ncnc4c3nc3n4CCCCC3)C2)cc1 (stereo not given)
. | ? | O=C1[C@@H]2Cc3c([nH]c4ccccc34)C(c3cccc([N+](=O)[O-])c3)N2C(=O)CN1C1CCN(Cc2ccccc2)CC1 (stereo not given in full)
. | ? | COc1ccc(OC)c(C2C(C#N)=C(N)Oc3cc(C)n(Cc4ccccn4)c(=O)c32)c1 (stereo not given)
. | ? | CCOC(=O)CC1(NC(=O)c2cc(COc3cncc(Cl)c3)on2)CCCCC1

3 of the entries above in order of the S3 lipid droplet value, descending.
S3 lipid droplet cell count max | S3 lipid droplet | compound
19 | 5% | COc1ccc(NC(=O)COC(=O)c2ccc(Cl)c(S(N)(=O)=O)c2)c([N+](=O)[O-])c1
11 | -2% | Cc1nc2ccccc2n1CCc1ccccc1
-15 | -9% | Cc1ccc(C(=O)N/C(=C/c2ccc(-c3cccc([N+](=O)[O-])c3)o2)C(=O)NC(C)C)cc1

Other records follow.
S3 lipid droplet cell count max | S3 lipid droplet | compound
. | ? | C[n+]1cnc(-c2ccccc2)cc1-c1ccccc1
8 | 27% | O=C(Nc1cccc(C(F)(F)F)c1)c1cc(-c2ccco2)on1
. | ? | CCN(CC)C(=O)CSc1nc2ccccc2c(=O)n1OC
. | ? | COc1ccc(-c2nnc(NC(=O)CS(=O)(=O)c3ccc(Cl)cc3)o2)c(OC)c1
6 | 8% | CCOc1ccc(NC(=O)CSc2nc(=O)n(CCN3CCOCC3)c3c2CCCC3)cc1
. | ? | CC1=NN(c2ccccc2)C(=O)/C1=C\c1ccc(Br)s1
. | ? | Cc1cc(-c2ccccc2)nc2[n+]1CCN2C
-6 | -9% | O=C(CSc1nc2ccccc2o1)Nc1ccc(N2CCOCC2)cc1
. | ? | CN1CCN(C(=S)SCc2nc(N)nc(Nc3ccc(F)cc3)n2)CC1
. | ? | O=C1NC(=O)/C(=C/c2ccccn2)S1
11 | 16% | CN(C(=O)CSc1nnn(C)n1)c1ccccc1
. | ? | Cc1ccc(C)c(S(=O)(=O)NC(CCC(N)=O)C(=O)O)c1 (stereo not given)
-11 | 12% | COc1ccc(NC(=O)c2nc[nH]c2C(=O)N[C@@H](C)C(=O)OC(C)(C)C)cc1
12 | -10% | CN(CC(=O)Nc1ccccc1Cl)C(=O)C1CCN(C(=O)c2ccc(F)cc2)CC1
5 | 5% | COc1ccc(CN(C(=O)c2cnccn2)C(C(=O)NC(C)(C)C)c2cc(OC)c(OC)c(OC)c2)cc1 (stereo not given)
-2 | 1% | CSc1nc2ccc(S(N)(=O)=O)cc2s1
-7 | 1% | COc1ccc(C2=NN(C(=O)c3ccccc3)C(c3ccc(OC)c(OC)c3)C2)c(OC(C)=O)c1 (stereo not given)
. | ? | C/C=C/C(=O)Nc1cccc(C2=NOC3(C2)C[C@@H](C(N)=O)N(C(=O)/C(C)=C/C)C3)c1 (stereo not given in full)
3 | -7% | O=C(NCC(c1cccnc1)N1CCN(c2ccc(F)cc2)CC1)c1ccccc1 (stereo not given)
. | ? | CCOc1ccc(-n2c(SCc3nc(-c4cccs4)no3)nnc2-c2ccncc2)cc1
-17 | -19% | CC(C)NC(=S)N/N=C1\CCCCc2ccccc21
. | i | CSc1ccccc1NC(=O)c1ccc(Cl)s1
-1 | -8% | O=C(c1ccc(Cl)c([N+](=O)[O-])c1)N1CCCc2ccccc21
-17 | 13% | O=C(Oc1cccc(NC(=O)c2ccccc2Cl)c1)c1ccc([N+](=O)[O-])cc1
. | ? | N=c1c(C(=O)NC2CCCC2)cc2c(=O)n3ccccc3nc2n1CCN1CCOCC1
. | ? | Cc1onc(-c2ccccc2Cl)c1C(=O)Nc1nnc(C(C)C)s1
4 | -5% | COc1ccc(/C=C2\CC/C(=C\c3ccc(OC)cc3OC)C2=O)c(OC)c1
0 | -7% | CCOc1ccc(NS(=O)(=O)c2c(C)nc3sccn3c2=O)cc1
2 | 10% | COc1ccc(NC(=O)CCC(=O)N2CCCC2)c([N+](=O)[O-])c1
7 | -29% | O=[N+]([O-])c1ccccc1S(=O)(=O)NCCC1=CCCCC1
. | ? | CC(=O)Nc1nnc(SCc2cccc(F)c2)s1
. | ? | CC(C)Sc1nc2c(c(=O)[nH]c(=O)n2C)n1Cc1ccc(Cl)cc1
. | ? | Cc1ccc(C2=NN(C(=O)CSc3nccn3C)C(c3ccco3)C2)cc1 (stereo not given)
. | ? | CC(=O)c1ccccc1OCCn1nnc(-c2ccc(C)cc2)n1
. | ? | Cc1csc2nc(CNS(=O)(=O)c3ccc4c(c3)OCCO4)cn12
-5 | -3% | Cc1ccc2c(=O)[nH]c(Nc3nc(C)cc(-c4ccccc4)n3)nc2c1
. | 5% | CCOc1cccc(C(=O)NC(=S)Nc2ccc3c(c2)OCCO3)c1
1 | -3% | COc1cc(/C=N/NC(=S)NCCN2CCOCC2)cc(OC)c1O
. | ? | O=C(CSc1ncn[nH]1)NCc1ccccc1Cl
. | ? | COc1ccccc1N1CCN(C(=O)C(C)NC(=O)c2cccc([N+](=O)[O-])c2)CC1 (stereo not given)

Arranged by number of heavy atoms (lowest first): part of the list above
S3 lipid droplet cell count max | S3 lipid droplet | compound
. | ? | CC(C)Sc1nc2c(c(=O)[nH]c(=O)n2C)n1Cc1ccc(Cl)cc1
1 | -3% | COc1cc(/C=N/NC(=S)NCCN2CCOCC2)cc(OC)c1O
-5 | -3% | Cc1ccc2c(=O)[nH]c(Nc3nc(C)cc(-c4ccccc4)n3)nc2c1
. | ? | Cc1ccc(C2=NN(C(=O)CSc3nccn3C)C(c3ccco3)C2)cc1 (stereo not given)
. | ? | COc1ccccc1N1CCN(C(=O)C(C)NC(=O)c2cccc([N+](=O)[O-])c2)CC1 (stereo not given)

Going on with the list.
S3 lipid droplet cell count max | S3 lipid droplet | compound
. | 3% | Cc1cc(C)cc(N(CCC(=O)O)S(=O)(=O)c2ccc(Cl)cc2)c1
14 | i | Cc1cccc(NC(=O)Cc2ccc(NC3=NC4CS(=O)(=O)CC4S3)cc2)c1 (stereo not given)
. | ? | O=C(Nc1ccc(F)cc1)N1CCN(c2ccc3nnc(-c4ccc(F)cc4)n3n2)CC1
2 | 5% | NS(=O)(=O)c1ccc(CCNC(=S)NC2CCCC2)cc1
-6 | 13% | O=S(=O)(c1ccc(Br)cc1)n1c(Cc2ccccc2)nc2ccccc21
. | i | Cn1nc(C(F)(F)F)c2cc(C(=O)Nc3ccc(F)cc3F)sc21
12 | 8% | COc1ccc(S(=O)(=O)N2CCC(C(=O)NC3CC3)CC2)cc1Cl
. | ? | O=C(OCC(=O)N1CCOCC1)c1ccccc1OCc1ccccc1
2 | -1% | CN(C)C(CNC(=O)CCNC(=O)c1ccc(Br)cc1)c1ccco1 (stereo not given)
. | ? | CCOC(=O)c1cccc(NC(=O)C2(S(=O)(=O)c3ccc(Cl)cc3)CC2)c1

Brought forward from above: 2 entries; new compounds follow.
S3 lipid droplet cell count max | S3 lipid droplet | compound
2 | -1% | CN(C)C(CNC(=O)CCNC(=O)c1ccc(Br)cc1)c1ccco1 (stereo not given)
. | ? | CCOC(=O)c1cccc(NC(=O)C2(S(=O)(=O)c3ccc(Cl)cc3)CC2)c1
. | ? | CCC(CC)C(=O)N1CC(=O)Nc2ccc(C)cc2C1c1ccccc1 (stereo not given)
2 | 16% | CCCCC(C(=O)N/N=C/c1ccccn1)C(=O)N/N=C/c1ccccn1
. | ? | COC(=O)c1ccc(N2CCN(C)CC2)c(NC(=O)c2cccs2)c1
. | ? | CC1CC(C)CN(CCC(=O)Nc2ccc(Br)cc2)C1 (stereo not given)
. | ? | CC1CCCN(C(=O)CN(C)S(=O)(=O)c2cccc3nsnc23)C1 (stereo not given)
. | -1% | Cc1ccc(-n2c(C)c3c(C)nnc(C)c3c2C)cc1N
. | ? | O=C(COC(=O)c1ccc(Cl)nc1)Nc1ccc(S(=O)(=O)N2CCCC2)cc1
. | ? | CCCCOc1ccc(C(=O)N/C(=C\c2cccc([N+](=O)[O-])c2)C(=O)OCCC)cc1
. | ? | N#Cc1ccc(-c2csc(NC(=O)/C=C/c3cccs3)n2)cc1
. | ? | CN(CCN1CCc2ccccc2C1)Cc1nc(Cc2ccccc2F)no1
. | ? | CCOc1ccc(C(C)=O)cc1COC(=O)CN1C(=O)NC2(CCCC2)C1=O
5 | 12% | Cc1nonc1-c1ccc2c(c1)OCO2
-15 | 7% | O=C(Nc1nccs1)C1(S(=O)(=O)c2ccc(Cl)cc2)CC1
. | ? | COc1ccc(C(=O)Nc2nc(-c3ccc(S(=O)(=O)N4CCOCC4)cc3)cs2)cc1
-9 | 26% | COc1ccc(C(=O)Nc2cnc(NC(=O)c3cccs3)cc2C)cc1
. | ? | O=S(=O)(c1ccc(Br)cc1)N1CCCN(Cc2ccccc2F)CC1
. | ? | CCOC(=O)C(c1ccccc1)N1CCN(c2ccc(OC)cc2)CC1 (stereo not given)
-11 | 0% | CCOC(=O)c1c(C)n(CC)c2ccc(OC(=O)c3ccc([N+](=O)[O-])cc3)cc12
17 | i | Cc1ccc(C2(c3ccc(C)cc3)NC(=O)N(CC(N)=O)C2=O)cc1
. | ? | O=C(Nc1cccnc1)c1ccccc1NS(=O)(=O)c1ccc(F)cc1
. | ? | COc1ccc(N2C(=O)c3ccccc3C(C)(C)C2=O)cc1
6 | 9% | Cc1ccc(CN2CCCN(C)CC2)c(C)c1
-18 | -7% | COc1cc2c(cc1OC)CN(c1ccc(-c3ccccc3OC)nn1)CC2
. | ? | Cc1ccc(OCC(=O)N(C)CC(=O)NCc2ccco2)c(Br)c1
. | ? | Cc1cccc(N(Cc2ccccc2)C(=O)CSC(C)C(=O)Nc2cc(C)on2)c1 (stereo not given)
. | ? | O=C(N/N=C/c1ccc[nH]1)c1ccccc1OCc1ccccc1Cl
1 | 11% | CC(=O)c1cccc(NC(=O)c2cnccn2)c1
. | ? | CCCCn1c(N)c(N(CCOC)C(=O)c2ccc(-c3ccccc3)cc2)c(=O)[nH]c1=O
-13 | i | Cc1cc(=O)[nH]c(SCC(=O)N2CCCCCC2)n1
4 | 16% | Fc1ccc2nc(C(F)(F)F)cc(N3CCOCC3)c2c1
. | ? | CS(=O)(=O)c1ccc2c(c1)SC1=NC(=O)/C(=C/c3ccco3)C(=N)N12
. | ? | COc1ccc(CCNC(=O)c2ccc(CS(=O)(=O)c3ccc(C)cc3)o2)cc1OC
. | ? | CCc1ccc(Oc2coc3cc(OCC(=O)Nc4cc(C)ccc4C)ccc3c2=O)cc1
-18 | -16% | COC(=O)[C@@H](NC(=O)Nc1cccc(OC)c1)C(C)C
11 | 15% | O=C(Cn1ccc(C(F)(F)F)n1)Nc1ccc(S(=O)(=O)NCc2ccco2)cc1
. | ? | CCC(Oc1ccccc1C)C(=O)N1CCCN(C)CC1 (stereo not given)
. | ? | CCc1nnc(NC(=O)CN2CCOCC2)s1
3 | -8% | COc1ccc(NS(=O)(=O)c2cn(C)cn2)cc1
. | ? | CC(C)(C)c1cc(C(=O)NCC(=O)OCC(=O)c2cccc([N+](=O)[O-])c2)cc(C(C)(C)C)c1
. | ? | CCn1cnc2c1c(=O)n(CC(=O)NCC(C)C)c(=O)n2Cc1ccccc1
2 | 5% | CCOC(=O)N1CCN(C(=O)c2ccc3c(=O)n(CCOC)c(=O)[nH]c3c2)CC1
. | ? | Cc1nnc(SCc2ccc(Cl)c(Cl)c2)s1
. | ? | COc1nc2ccccc2cc1-c1noc(-c2cccnc2)n1
-13 | i | COc1cccc(CN2CC(C(=O)NCCn3cccn3)CCC2=O)c1 (stereo not given)
-2 | -2% | CC(C)(C)c1nnc(N/N=C/c2ccc(O)cc2)n(N)c1=O
. | ? | CC1CCN(C(=O)COc2ccc(Nc3ccccc3)cc2)CC1
-12 | -8% | COc1ccccc1CNC(=O)COc1ccccc1OC
1 | -2% | Oc1ccc(N=Nc2cccc(Cl)c2)cc1C=Nc1ccc(N2CCOCC2)cc1

Compound activity deposited in PubChem by National Center for Advancing Translational Sciences (NCATS).
